Chronic BCR inh – qHTS Assay to Find Inhibitors of Chronic Active B-Cell Receptor Signaling | Potency, µM (top dose mostly 46.1 µM), without a hit: top-dose ratio change, negative = lower green/red ratio, hits mostly inhibitors | AID 493014, 2011 | ABC-DLBCL IkBa-CBG/CBR reporter, luminescence ratio, 4 h | 340,000 compounds, 0.05% hits; active = well fitted inhibition curve with a large enough effect in the signal ratio, with a control signal flat, not every such curve was filed as active; inconclusive = small, poorly fitted or top-dose-only effect, or effect the other way, or a change in a side signal; the % refers to the signal ratio;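 also: potency is read from the fitted curve at half-maximal effect; plate controls were basal doxycycline-induced cells for no effect and cells given 10 µM MG132 for full effect; MG132 reads +100%, hits lower the ratio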
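TMD8 human ABC-DLBCL cells with doxycycline-inducible IκBα–green luciferase fusion and unfused red luciferase, in 0.5% FBS medium; compounds up to 46 uM, 4 h at 37C. Green/red luminescence ratio, filter-overlap corrected, fitted to concentration-response curves.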
GALK inh – qHTS Assay for Inhibitors of Human Galactokinase (GALK). 270,000 compounds, 0.007% hits. Potency, µM (highest dose often 57.5 µM), without a hit: top-dose activity change, negative = inhibition, usual class: inhibitors. P51570. Purified GALK, Kinase-Glo residual ATP luminescence; also: potency is read from the fitted curve at half-maximal effect
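ATP-depletion format; final 35 uM ATP, 100 uM D-galactose, 5 nM enzyme; pH 8.0 HEPES/Mg2+ buffer; 60 min RT; luminescence read 10 min after detection reagent.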
PKM2 activator – qHTS Assay for Activators of Human Muscle isoform 2 Pyruvate Kinase; purified PKM2, Kinase-Glo ATP luminescence, activation; response scale: 0% is enzyme alone, no compound; Potency, µM (doses to about 57.5 µM), without a hit: top-dose activation, hits mostly activators; 260,000 compounds, 0.34% hits; AID 1631, 2009; also: potency is read from the fitted curve at half-maximal effect; nearly all actives have a fitted effect of over 55% in size
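Purified hPK-M2 (>95%) run at intermediate activity with 0.1 mM ADP and 0.5 mM PEP in 50 mM imidazole pH 7.2, KCl, MgCl2; 1 h room temperature. ATP formed read by Kinase-Glo luminescence; normalized to uninhibited and no-enzyme controls.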
Coupling enz – qHTS Assay for Inhibitors of Fructose-1,6-bisphosphate Aldolase from Giardia Lamblia: Coupling assay counterscreen | coupling enzyme system counterscreen, AmpLite Red fluorescence | activity change, negative = inhibition, % at 58.2 µM, hits read low | 290,000 compounds, 0.67% hits; in the data active = activity change below about -30%
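Compounds tested against the coupling enzymes alone at 57.5 uM final; readout was AmpLite Red fluorescence (525/598 nm) after 20 min at RT.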
Giardia kill – Small Molecules that selectively kill Giardia lamblia: qHTS; Giardia lamblia trophozoite viability; activity change, % at 7.66 µM, hits read low; 340,000 compounds, 0.15% hits; in the data active = activity change below about -80%; inconclusive = between about -30% and that limit;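 also: parasites exposed to compound for two days anaerobically before the ATP read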
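Each well holds 100 Giardia trophozoites and compound. After two days (48 hrs) at 37 deg C in anaerobic conditions, ATP is quantified by luminescence.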
Eya2 phos inh – qHTS Assay for Inhibitors of the Phosphatase Activity of Eya2. Protein phosphatase EYA2 (Homo sapiens), O00167. recombinant Eya2, OMFP fluorescence dephosphorylation (OMFP is methylfluorescein phosphate). Potency, µM (doses to about 76.9 µM), for the others: at the top dose activity, negative = inhibition, most hits filed as inhibitors. 330,000 compounds, 0.006% hits; also: potency is read from the fitted curve at half-maximal effect
Target sequence (O00167 whole entry, looked up): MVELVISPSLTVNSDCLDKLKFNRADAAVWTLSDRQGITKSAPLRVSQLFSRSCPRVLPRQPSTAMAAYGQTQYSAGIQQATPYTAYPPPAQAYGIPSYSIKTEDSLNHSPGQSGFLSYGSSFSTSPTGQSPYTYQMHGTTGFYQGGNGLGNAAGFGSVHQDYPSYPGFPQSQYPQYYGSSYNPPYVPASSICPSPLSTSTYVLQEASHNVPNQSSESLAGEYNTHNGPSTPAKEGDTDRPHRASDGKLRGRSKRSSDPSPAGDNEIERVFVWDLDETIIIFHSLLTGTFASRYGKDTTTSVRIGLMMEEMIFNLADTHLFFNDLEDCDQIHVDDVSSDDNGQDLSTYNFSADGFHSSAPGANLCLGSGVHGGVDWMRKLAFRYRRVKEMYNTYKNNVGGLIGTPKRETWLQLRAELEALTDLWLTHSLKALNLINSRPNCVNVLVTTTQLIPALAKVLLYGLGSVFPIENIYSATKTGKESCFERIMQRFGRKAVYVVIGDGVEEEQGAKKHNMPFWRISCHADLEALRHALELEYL
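Eya2 protein (added as 0.2 uM solution) was preincubated with compound for 10 min at ambient temperature in 50 mM HEPES pH 7.5, 50 mM NaCl, 5 uM MgCl2, 0.05% BSA, 1 mM DTT. OMFP (added at 50 uM) then reacted 10 min; fluorescence read at 485/525 nm.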
B2AR arrestin – qHTS assay of beta-arrestin-biased ligands of beta2-adrenergic receptor. AID 492947, 2010. Beta-2 adrenergic receptor (Homo sapiens), P07550. 330,000 compounds, 0.02% hits. beta-arrestin recruitment to beta2AR, cell-based reporter. Potency, µM (series often up to 46.1 µM), for the others: at the top dose activation, hits mostly activators;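 also: potency is read from the fitted curve at half-maximal effect; 0% = DMSO controls and full agonism = EC100 isoproterenol or metaproterenol; nearly all actives have a fitted effect of over 65% in size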
Target sequence (P07550 whole entry, looked up): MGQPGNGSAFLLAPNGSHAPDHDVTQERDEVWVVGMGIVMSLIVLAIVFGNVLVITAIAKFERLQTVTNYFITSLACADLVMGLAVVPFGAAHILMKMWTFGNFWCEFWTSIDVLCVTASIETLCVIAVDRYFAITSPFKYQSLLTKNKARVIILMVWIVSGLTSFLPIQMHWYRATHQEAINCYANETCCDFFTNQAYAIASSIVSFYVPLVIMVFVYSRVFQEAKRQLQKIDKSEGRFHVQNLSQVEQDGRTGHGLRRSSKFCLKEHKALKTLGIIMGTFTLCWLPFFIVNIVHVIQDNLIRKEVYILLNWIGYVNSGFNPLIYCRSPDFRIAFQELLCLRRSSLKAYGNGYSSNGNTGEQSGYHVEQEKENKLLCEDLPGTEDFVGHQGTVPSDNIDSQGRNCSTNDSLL
hERG WT inh – qHTS for Inhibitors of KCHN2 3.1: Wildtype qHTS. Voltage-gated inwardly rectifying potassium channel KCNH2 (Homo sapiens), Q12809. U2OS, BacMam KCNH2, thallium flux FluxOr; stronger effect = lower value. activity change, % at 1.84 µM. 340,000 compounds, 0.37% hits. AID 720551, 2013;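 active = maximum activity change below -70%; inconclusive = maximum activity change between -70% and -50%; inactive = maximum activity change above -50%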
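U2OS cells transduced with wild-type KCNH2 virus are loaded with FluxOr dye for 45 min, and thallium flux is measured in kinetic reads before and after stimulation buffer. Rate constants are normalized to DMSO controls.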
USP2a block – qHTS Assay for Inhibitors of Ubiquitin-specific Protease USP2a Using CHOP2 as the Reporter. USP2 core, Ub-CHOP2 coupled fluorogenic reporter, 485/531. AID 463254, 2010. Ubiquitin carboxyl-terminal hydrolase 2 (Homo sapiens), O75604. 330,000 compounds, 0.01% hits. Potency, µM (titrated, usually from 38.3 µM), inactives show top-dose activity change, negative = inhibition, hits mostly inhibitors;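 also: potency is read from the fitted curve at half-maximal effect; plate controls were DMSO wells for no effect and full inhibition by NEM control for full effect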
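Deubiquitinase activity read as fluorescence (485/531 nm) after Ub-CHOP2 cleavage activates the enterokinase reporter on its substrate; USP2 core 10nM, Ub-CHOP2 and substrate 25nM each, 30min compound preincubation then 60min RT; data normalized to NEM, curves fitted.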
uPA generation – qHTS for Inhibitors of Cell Surface uPA Generation. cell surface uPA generation assay, qHTS. Potency, µM (series often up to 38.3 µM), inactives show top-dose activity change, negative = inhibition, usual class: inhibitors. 330,000 compounds, 0.31% hits. AID 540303, 2011; active = well fitted inhibition curve with a large enough effect; inconclusive = small, poorly fitted or top-dose-only effect; inactive = no such curve, though single readings can be large or run the other way; tested in mouse RAW 264.7 cells; also: potency is read from the fitted curve at half-maximal effect; nearly all actives have a fitted effect of over 55% in size
KCNH2 3.1 inh – qHTS for Inhibitors of KCHN2 3.1: Mutant qHTS; Potassium voltage-gated channel subfamily H member 2, brain isoform KCNH2 3.1 (human); U2OS KCNH2 3.1, thallium flux FluxOr; stronger effect = lower value; activity change, % (tested at about 1.8 µM); 340,000 compounds, 0.95% hits; AID 720553, 2013;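 active = maximum activity change below -70%; inconclusive = maximum activity change from -70% to -50%; inactive = maximum activity change above -50%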;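 also: thallium influx rate constant from kinetic fluorescence after stimulation buffer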
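Measured as rate of thallium-driven FluxOr signal in transduced U2OS cells carrying the 3.1 channel, read kinetically for 2 min upon stimulation; values are rate constants scaled to DMSO control wells.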
Starred values were filed as active, the others as inactive; ? = inconclusive; / = not tested or not shown. Unless noted, calls follow the shape of the dose curve; as a rule, active = well fitted curve in the direction sought with a large enough effect; inconclusive = small, poorly fitted or top-dose-only effect, or another doubt; inactive = no such curve, though single readings can be large; an effect the other way counts as inactive or inconclusive. Unless noted, % is scaled to controls: 0 for no effect and ±100 for the full control effect.

canonical_smiles,Chronic BCR inh,GALK inh,PKM2 activator,Coupling enz,Giardia kill,Eya2 phos inh,B2AR arrestin,hERG WT inh,USP2a block,uPA generation,KCNH2 3.1 inh
O=C(NC1CCc2ccccc21)c1cc(COc2ccc(F)cc2F)on1 (configuration not stated),?,-2%,-5%,0,-16,-5%,-0.9%,-11,2%,0%,-3
C=COCCNC(=O)C(=O)NC(C)C,-4%,1%,-2%,0,-25,16%,-1.1%,-4,7%,-1%,8
O=C1C(c2ccccc2)=[N+]([O-])c2ccccc21,?,/,/,/,-11,-20%,-0.1%,-3,0%,?,7
O=C(O)c1cccnc1SC1CC(=O)N(c2cccc(C(F)(F)F)c2)C1=O (configuration not stated),1%,-1%,-7%,7,3,4%,0.0%,-8,3%,-5%,-1
CN(Cc1ccc(C(C)(C)C)cc1)C(=O)c1ccc2c(c1)OCO2,-3%,/,/,/,?,-26%,0.3%,-7,3%,-2%,-1
CN(C)c1ccnc2sc3c(NCC(O)CO)ncnc3c12 (configuration not stated),-18%,-4%,6%,2,7,2%,-1.1%,-3,0%,1%,-10
NS(=O)(=O)c1ccc(Sc2ccc3c(c2)CCC3)nc1,0%,-2%,/,2,-6,13%,-0.2%,-3,-2%,-1%,-15
O=C(NN1C(=O)/C(=C/c2cccs2)SC1=S)c1ccncc1,1%,4%,-5%,15,-2,10%,-0.6%,-1,3%,-7%,4
Cc1ccc(CN2CCSCC2)c(C)c1,-1%,/,-3%,-4,-16,18%,?,-9,-4%,3%,-2
CC(C)C[C@H](NC(=O)NC1CCCc2ccccc21)C(=O)O (some centres not stated),-2%,2%,0%,2,-11,-18%,-0.4%,3,-1%,0%,-12
CC(=O)N1CCc2c(sc(NC(=O)C3CCCN3S(=O)(=O)c3cccs3)c2C#N)C1 (configuration not stated),?,/,/,/,-13,11%,0.5%,5,2%,16%,4
COc1ccc(-c2csc(NC(=O)c3ccc(OCC(=O)N4CCOCC4)c(OC)c3)n2)cc1OC,-19%,0%,6%,-10,0,2%,0.0%,-10,2%,-6%,/
Cc1cc(O)ccc1NC(=O)CCN1C(=O)c2ccc([N+](=O)[O-])cc2C1=O,2%,1%,17%,-7,-14,8%,-1.8%,-2,0%,1%,9
O=C(c1cc(-c2cccc(O)c2)on1)N1CCOCC1,?,1%,-14%,2,-9,5%,-0.1%,-5,2%,?,-2
O=C(COc1ccccc1-c1ccccc1)NN=C1CCCC1,?,0%,2%,4,-4,-15%,-0.9%,1,-1%,10µM*,1
CCSc1ncc(Cl)c(C(=O)N(Cc2ccc(N(C)C)cc2)C2CCS(=O)(=O)C2)n1 (configuration not stated),-3%,0%,-1%,-4,-8,13%,0.1%,-14,0%,-9%,9
CC1CN(C(=O)c2ccc(CNS(=O)(=O)c3cccc(Cl)c3)cc2)CC(C)O1 (configuration not stated),-1%,-5%,1%,0,-16,-8%,-0.4%,-14,3%,4%,4
Cc1ccc(-n2cnc(N)c2C(=O)c2cccc([N+](=O)[O-])c2)cc1,?,4%,-2%,-1,-8,-4%,-0.2%,1,1%,4%,4
O=C(CCc1ccccc1)NC(=S)Nc1cccc(C(=O)O)c1,?,-5%,1%,3,-16,6%,0.3%,-10,-2%,0%,10
COc1ccc(C(=O)OCC(=O)NCC2CCCO2)c(F)c1 (configuration not stated),5%,/,/,/,7,-8%,-2.8%,-9,0%,-1%,-21
CC1Oc2ccccc2C=C1/C=N/Nc1ccc(C(=O)O)cc1 (configuration not stated),?,-6%,3%,-2,-11,-2%,0.2%,6,2%,11%,16
COc1cc(C)c(NC(=S)NCCCN2CCOCC2)cc1OC,-2%,7%,3%,0,-2,7%,-0.1%,-2,4%,1%,-5
Cc1c(S(=O)(=O)N2CCCCC2)c(=O)n(C)c(=O)n1C,-14%,/,/,/,28,1%,0.0%,4,-1%,-1%,21
COc1cc(/C=C(/C#N)C(=O)NC(C)c2ccccc2)cc(OC)c1O (configuration not stated),-25%,0%,/,1,7,11%,0.2%,-3,4%,-1%,-11
CCC(C)NC(=O)COC(=O)c1ccccc1OCC(=O)Nc1ccc(Br)cc1 (configuration not stated),?,-2%,-12%,-2,-8,-1%,-0.5%,-2,4%,-1%,1
CCN(CC)C(=S)SC1CCCCN(C(=O)c2ccccc2)C1=O (configuration not stated),9%,-3%,0%,4,10,0%,-0.3%,4,3%,4%,-21
Cc1ccc(NS(=O)(=O)c2cc(C(=O)NCCCN(C)C)ccc2Cl)cc1Cl,0%,/,/,/,11,22%,-0.4%,10,0%,-10%,-11
CNC(=S)N1N=C(c2ccc(Br)cc2)CC1c1ccc(Br)cc1 (configuration not stated),?,-2%,-3%,0,-5,2%,0.3%,-6,-4%,2%,-11
Cc1nc(C(F)(F)F)ccc1C(=O)NN1CCOCC1,?,0%,/,0,1,7%,-0.4%,-1,6%,-1%,7
CCCn1c(N)c(N2CCCCC2)c(=O)n(CC(=O)Nc2ccccc2C(F)(F)F)c1=O,0%,/,/,/,1,-2%,-0.2%,9,2%,1%,-3

With a hit mark in uPA generation, of those listed so far:
canonical_smiles | Chronic BCR inh | GALK inh | Eya2 phos inh | B2AR arrestin | uPA generation
O=C(COc1ccccc1-c1ccccc1)NN=C1CCCC1 | ? | 0% | -15% | -0.9% | 10µM*

Additional compounds follow.
canonical_smiles,Chronic BCR inh,GALK inh,PKM2 activator,Coupling enz,Giardia kill,Eya2 phos inh,B2AR arrestin,hERG WT inh,USP2a block,uPA generation,KCNH2 3.1 inh
CCN(CC)S(=O)(=O)c1ccc(-c2nnc(SCC(C)=O)o2)cc1,-7%,4%,-1%,0,6,13%,-0.4%,-1,-2%,3%,1
COc1ccc(NCC(=O)n2c(C)c(C)c3ccccc32)cc1,?,0%,1%,-2,11,5%,0.0%,-5,3%,-11%,2
Cc1ccc(C(CC(=O)O)Nc2nc(N3CCCCC3)nc(N3CCCCC3)n2)cc1 (configuration not stated),15%,0%,9%,15,-20,16%,-2.0%,1,-1%,8%,-1
CCOc1ccc(C(=O)CSc2nnc3ccccn23)cc1,-4%,0%,3%,6,1,16%,0.0%,9,5%,3%,8
Cc1c(CCC(=O)N2CCC[C@H]2C(=O)O)c(=O)oc2c(C)c3oc4c(c3cc12)CCCC4,?,/,-18%,5,-2,12%,0.3%,-9,-4%,-7%,-10
O=C(O)Cc1ccc(NC(=O)C(c2ccccc2)c2ccccc2)cc1,?,3%,-8%,11,-10,-5%,-0.4%,4,1%,-4%,-2
Cc1ccc(NC(=O)COC(=O)c2ccc3c(c2)OCO3)cc1S(=O)(=O)N1CCCCC1,-2%,-4%,0%,0,8,-2%,-2.0%,0,-2%,4%,4
CC(C)C(OC(=O)c1oc2ccccc2c1CSC1CCCCC1)C(=O)NC(N)=O (configuration not stated),0%,0%,3%,3,/,-4%,0.0%,/,6%,/,/
O=C1c2ccccc2C(=O)N1CCc1nn[nH]n1,4%,4%,0%,2,-3,4%,-0.2%,-21,2%,10%,-20
COc1ccc(-c2n[nH]c(C)c2-c2cc(OC)ccc2O)cc1,?,1%,18%,-1,15,5%,0.4%,3,1%,3%,10
O=C(NC1(C(F)(F)F)NC(=O)N(c2ccccc2F)C1=O)c1ccncc1 (configuration not stated),1%,2%,1%,1,7,6%,-0.4%,0,5%,0%,3
Cc1c(CN(C)Cc2cn(C)nc2-c2ccccc2F)[nH]c2ccccc12,?,9%,1%,-1,4,0%,-0.1%,14,-1%,2%,0
Cc1noc(C)c1S(=O)(=O)Nc1c(C)n(C)n(-c2ccccc2)c1=O,/,5%,16%,2,-7,/,/,-79*,/,0%,-26

3 entries already listed, ordered by the number in GALK inh, high to low.
canonical_smiles	Chronic BCR inh	GALK inh	Eya2 phos inh	B2AR arrestin	uPA generation
O=C1c2ccccc2C(=O)N1CCc1nn[nH]n1	4%	4%	4%	-0.2%	10%
O=C(NC1(C(F)(F)F)NC(=O)N(c2ccccc2F)C1=O)c1ccncc1 (configuration not stated)	1%	2%	6%	-0.4%	0%
Cc1ccc(C(CC(=O)O)Nc2nc(N3CCCCC3)nc(N3CCCCC3)n2)cc1 (configuration not stated)	15%	0%	16%	-2.0%	8%

Source: PubChem (National Center for Advancing Translational Sciences (NCATS))
